STK33 inh = inhibitors of human STK33 kinase. Q9BYT3. purified STK33, MBP phosphorylation, ADP-Glo luminescence. inhibition, % at 10 µM. 0.073% of 320,000 active. AID 2661;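 active = inhibition at or above 25%, using the most active replicate where run in duplicate; inactive = inhibition below 25%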
Kir21 block = inhibitors of mouse Kir2.1 inward-rectifier potassium channel | 0.85% of 310,000 active | HEK293-Kir2.1, FluxOR thallium flux fluorescence; stronger effect = lower value | P35561 | B-score at 10 µM | AID 1672;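 active = fluorescence ratio B-score at or below minus 3 SD of library scores, with starting-brightness B-score within 2 SD, cut at about -4.2 in these data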;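 also: channel flux triggered by added potassium and thallium sulfate stimulus; B-score of peak minus minimum fluorescence over baseline after thallium stimulus; more negative B-score means stronger Kir2.1 block with less thallium influx; some compounds called inactive have numbers as strong as hits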
KCNQ2 inh = KCNQ2 channel blockers in CHO-K1 cells – cell-based, FluxOR thallium flux, B-score, primary screen (AID 2156) | O88943 | 20 min; stronger effect = lower value | B-score at 10 µM | 1.1% of 310,000 active;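 active = fluorescence ratio B-score at most minus 3 library SDs, with starting brightness B-score within 2 library SDs, cut at about -5.5 in these data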
Target sequence (O88943 whole entry, looked up): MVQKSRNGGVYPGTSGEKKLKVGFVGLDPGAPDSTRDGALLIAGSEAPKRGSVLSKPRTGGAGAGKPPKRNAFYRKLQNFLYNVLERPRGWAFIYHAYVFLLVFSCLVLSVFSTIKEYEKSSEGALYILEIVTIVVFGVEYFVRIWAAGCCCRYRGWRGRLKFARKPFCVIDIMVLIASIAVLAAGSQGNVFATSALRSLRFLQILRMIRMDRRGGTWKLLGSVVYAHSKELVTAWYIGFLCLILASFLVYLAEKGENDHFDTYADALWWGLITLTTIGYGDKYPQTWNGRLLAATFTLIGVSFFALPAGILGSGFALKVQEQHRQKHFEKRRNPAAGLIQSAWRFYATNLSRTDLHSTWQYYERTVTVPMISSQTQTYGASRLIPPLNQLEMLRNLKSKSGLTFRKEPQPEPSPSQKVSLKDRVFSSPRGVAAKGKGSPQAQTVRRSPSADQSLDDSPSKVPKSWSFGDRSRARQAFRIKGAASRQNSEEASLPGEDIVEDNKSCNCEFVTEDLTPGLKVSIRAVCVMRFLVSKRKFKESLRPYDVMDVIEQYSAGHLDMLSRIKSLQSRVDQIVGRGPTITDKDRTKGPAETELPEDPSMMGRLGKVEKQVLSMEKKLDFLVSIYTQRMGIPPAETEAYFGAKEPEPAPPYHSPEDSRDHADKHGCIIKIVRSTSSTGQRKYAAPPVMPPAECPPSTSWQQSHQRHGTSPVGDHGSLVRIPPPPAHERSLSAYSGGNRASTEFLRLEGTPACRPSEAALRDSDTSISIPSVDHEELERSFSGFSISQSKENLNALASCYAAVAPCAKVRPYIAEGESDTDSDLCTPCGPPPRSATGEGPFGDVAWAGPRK
Starred values were filed as active, the others as inactive; i = inactive; . = not tested or not shown.

SMILES	STK33 inh	Kir21 block	KCNQ2 inh
COC(=O)Nc1ccc(S(=O)(=O)N2CCN(c3ccc(F)cc3)CC2)cc1	1.2	0.06	i
Cc1nnc(SCC(=O)NC(=O)NCc2ccco2)n1Cc1ccccc1	-0.8	0.62	i
Cc1ncoc1C(=O)N1CCCC(C(=O)c2ccc(Oc3ccccc3)cc2)C1 (stereo not given)	-0.9	1	i
COc1ccccc1C1CC(c2ccc(Br)cc2)=NN1C(=O)c1cccnc1 (stereo not given)	2.2	0.64	i
O=C(CN1CCOCC1)Nc1nc2ccc([N+](=O)[O-])cc2s1	6.6	-1.3	i
Cc1ccccc1C(=O)N1N=C(c2ccc(NS(C)(=O)=O)cc2)CC1c1cccs1 (stereo not given)	0.0	-0.14	i
COc1ccc(C(=O)CSc2nnc(CNc3nc(-c4ccccc4)cs3)n2C)cc1	-1.0	-1.3	i
Cn1c(CCc2nc3ccccc3[nH]2)n[nH]c1=S	-0.8	0.11	i
Cc1ccc(-n2cnc3cc(NCc4cccs4)ccc32)cc1	0.2	1.9	i
Cc1ccc(C2CCN(C(=S)NC3CCCCC3)C2)cc1 (stereo not given)	-2.2	-2	i
CCOc1ccc(C(C(=O)NCC2CCCO2)N(C(=O)c2snc(C(N)=O)c2N)c2ccccc2F)cc1 (stereo not given)	-0.8	-0.03	i
Cc1cccc(N(Cc2cc3ccccc3[nH]c2=O)S(=O)(=O)c2ccccc2)c1	0.6	0.85	i
COCC1CCN(C(=O)c2cc(COc3ccc4c(c3)CCCC4)on2)C1 (stereo not given)	-0.4	0.39	i
Cc1ccc(NC(=O)CSc2nc(O)c(Cc3ccccc3)c(=O)n2-c2ccccc2)cc1	-1.3	0.48	i
Cc1cccc(-n2ncc3c(NCCCO)ncnc32)c1	0.1	0.03	i
Cc1ccc(/C=C/C(=O)NCC2COc3ccccc3O2)o1 (stereo not given)	3.1	-1	i
N#Cc1cccc(NC(=O)CCNC(=O)c2ccccc2Cl)c1	2.6	2.4	i
COc1ccc(Cl)cc1Nc1nc(C)cc(=O)[nH]1	8.1	0.03	i
Cc1ccc2nc3n(c(=O)c2c1)CCC3	-1.5	-2.3	i
COCCN(C(=O)COC(=O)/C=C/c1ccc(OC)c(OC)c1)c1c(N)n(Cc2ccccc2)c(=O)[nH]c1=O	0.8	0.09	i
Cc1cc(C)n(CCCC(=O)O)n1	-0.8	1	i
Brc1ccc(OCCOCCOc2cccc3cccnc23)cc1	-0.8	-2.2	i
Cc1ccc(N2C(=O)N3[C@H](c4cccc(C)c4)[C@@H]4C(=O)N(Cc5ccccc5)C(=O)[C@@H]4[C@]3(C)C2=O)cc1	-0.6	0.24	i
COc1ccc(NC(=S)N2CCN(CCN=CC3=C(O)CC(c4ccccc4)CC3=O)CC2)cc1 (stereo not given)	-0.1	0.08	i

Compound profiles (already shown).
Cc1ccc(/C=C/C(=O)NCC2COc3ccccc3O2)o1 (stereo not given) is entered as STK33 inh = 3.1; Kir21 block = -1; KCNQ2 inh = i
COc1ccc(NC(=S)N2CCN(CCN=CC3=C(O)CC(c4ccccc4)CC3=O)CC2)cc1 (stereo not given) is entered as STK33 inh = -0.1; Kir21 block = 0.08; KCNQ2 inh = i
Brc1ccc(OCCOCCOc2cccc3cccnc23)cc1 is entered as STK33 inh = -0.8; Kir21 block = -2.2; KCNQ2 inh = i

Other entries follow:
SMILES	STK33 inh	Kir21 block	KCNQ2 inh
C=CCN(C(=O)CNC(=O)c1ccco1)C(C(=O)NC1CCCCC1)c1ccccc1 (stereo not given)	-0.7	-0.02	i
Cc1ccc(C2(C)NC(=O)N(CC(=O)NCc3ccccc3Cl)C2=O)cc1 (stereo not given)	0.0	0	i
Cn1nnc(NC(=O)c2cccc([N+](=O)[O-])c2)n1	-1.1	0.47	i
CCN1CCN(c2ccc(NC(=O)COc3ccc([N+](=O)[O-])cc3)cc2)CC1	-0.3	-1.2	i
CC(C)(C)c1nnc(NC(=O)C2CCN(c3ncccn3)CC2)s1	-0.6	0	i
CC(=O)Nc1cc2c(nc1C)nc(C)n2Cc1ccc(Br)cc1	-1.2	0.44	i
COc1ccc2cc(Br)ccc2c1CC(=O)N1CCCC1	0.3	0.2	i
CC(C)Cn1c(SCC(=O)NC(=O)Nc2ccc3c(c2)OCCO3)nc2ccccc2c1=O	-1.7	-1.2	i
CSc1ccc(C2c3[nH]c4ccccc4c3CCN2C(=O)c2cc(C)n(C)n2)cc1 (stereo not given)	-0.8	1.3	i
Nc1cccc(CCc2nc3cc4ccccc4cc3[nH]2)c1	0.7	-0.08	i
O=C(Cc1c(Cl)cccc1Cl)Nc1ccncc1Cl	-0.5	-1.1	i
COCCNC(=O)c1ccc(NS(=O)(=O)c2ccc3[nH]c(=O)[nH]c3c2)cc1	-1.0	2.6	i
Cc1nn(CCCC(=O)NCc2ccccc2Cl)c(=O)c2nccn12	-1.3	0.2	i
CC(=O)n1cc(N(C(=O)CCl)c2ccc(Cl)cc2)c2ccccc21	-2.4	-2.4	i
CCNC(=O)NC(=O)CSc1cccc(C(F)(F)F)c1	-1.7	1.7	i
CC(=O)Cc1nsc(Nc2ccc(F)cc2)n1	-0.6	1.6	i
CCc1nnc(SCC(=O)Nc2nccs2)n1CC	-0.5	1.5	i
COC(=O)Cn1cc(/C=N/NC(=O)COc2cccc3cccnc23)c2ccccc21	0.9	1.9	i
O=C(C1CCN(S(=O)(=O)c2ccccc2)CC1)N(CCc1ccccc1)Cc1ccco1	-1.4	1.4	i
O=C(Nc1cccc([N+](=O)[O-])c1)c1ccn[nH]1	3.9	-1.1	i
O=C(Nc1nccs1)c1ccccc1[N+](=O)[O-]	-3.8	-0.23	i
CC(=O)Nc1ccc(NC(=O)CN(c2ccc(C(C)C)cc2)S(=O)(=O)c2ccccc2)cc1	-0.6	1.1	i
COc1cccc(/C=N/NC(=O)c2ccc(-c3ccccc3)cc2)c1O	-0.8	1.2	i
CCCCN1CC[C@H]2C=CC[C@@H](C(=O)NCc3ccc(OC)cc3)[C@H]2C1=O	-0.8	0.03	i

Single values from the list:
Kir21 block result of O=C(Nc1nccs1)c1ccccc1[N+](=O)[O-] : -0.23
Kir21 block result of CC(=O)Cc1nsc(Nc2ccc(F)cc2)n1 : 1.6

Continued:
SMILES	STK33 inh	Kir21 block	KCNQ2 inh
Cc1cc(C(=O)NCc2ccco2)no1	-0.1	0.23	i
CCCCC(CC)CNC(=O)CN1C(=O)NC2(CCc3ccccc32)C1=O (stereo not given)	-1.3	-1.3	i
CC(Oc1ccc2c3c(c(=O)oc2c1)CCC3)C(=O)NCCCn1ccnc1 (stereo not given)	0.8	0.04	i
CC(C)c1ccc(N2C(=O)CC(Sc3nc4ccccc4o3)C2=O)cc1 (stereo not given)	-1.4	0.38	i
O=c1cc(-c2ccccc2Cl)oc2c(NS(=O)(=O)c3ccccc3OC(F)(F)F)ccc(O)c12	-0.2	-0.87	i
Cc1ccc(OCC(=O)Nc2sc3c(c2C#N)CCC3)cc1	0.9	0.04	i
COc1cccc(CC(=O)Nc2nccs2)c1	-0.9	1.2	i
COc1ccc(Cl)cc1N(C(C)C(=O)NC1CCCC1)S(C)(=O)=O (stereo not given)	-1.6	0.56	i
CC(NC(=O)CCCc1c[nH]c2ccccc12)c1ccc(F)cc1 (stereo not given)	-0.6	-3.3	i
COc1ccc(CSc2nnc(C)n2N)cc1	-0.1	-0.77	i
C/[N+]([O-])=C\C1C(=O)CCCC1=O	0.6	-0.58	i
CCS(=O)(=O)N1CCC(C(=O)Nc2cccc(C(C)=O)c2)CC1	-1.7	0.13	i
COC(=O)C1C(C(C)C)N(c2ccccc2)OC1(C)O (stereo not given)	-1.2	-1.1	i
CC1=C(C)CC(C(=O)NNC(=O)c2ccccc2O)C(C(=O)O)C1 (stereo not given)	-2.8	0.64	i
Cn1c(NN)nc2c1c(=O)n(Cc1ccccc1)c(=O)n2C	1.6	2	i
Cc1ccccc1CNc1ncnc2cc(Cl)ccc12	0.1	0.96	i
CCCN(CC(=O)Nc1ccccc1C)C(=O)c1cc(=O)[nH]c2ccccc12	0.2	-0.38	i
Cc1ccc(NC(=O)/C(CN(C)C)=N\O)cc1	-1.7	-4.3	i
CC(=O)Nc1ccc(-c2csc(NC(=O)Nc3ccccc3)n2)cc1	.	-0.18	i
Cc1cccc(NC2(C(F)(F)F)N=C3SCCN3C2=O)n1 (stereo not given)	-1.0	0.2	i
O=C1C(C23CC4CC(CC(C4)C2)C3)C(=O)N(c2ccccc2)N1c1ccccc1	0.9	-1.2	i
COc1cc2c(cc1OC)CN(C(=O)CCN1C(=O)C3CCCCC3C1=O)CC2 (stereo not given)	.	-1.4	i
COc1ccc(C[C@H]2CN3C(=NC[C@@H]3Cc3ccccc3)N2CCNC(=O)c2ccc(C)c(Br)c2)cc1	5.1	-4.2*	-5.8*
O=C(NCc1ccco1)c1ccc(COc2ccccc2[N+](=O)[O-])o1	-2.6	1.4	i
CC(C)(C)NC(=O)c1ccc2c(c1)N(CC(=O)N1CCCC1)C(=O)C(C)(C)O2	-0.4	0.06	i
CC1(C)Cc2c(sc(/N=C/N3CCCC3)c2C#N)C(C)(C)N1	-0.3	0.7	i
Cc1ccc(-n2nc(C)c(/C=N/n3c(C)n[nH]c3=S)c2Cl)cc1	-0.5	-0.06	i
Cc1cccc(N2CCN(C(=O)C3CCN(c4ncnc5c4nc4n5CCCCC4)CC3)CC2)c1C	0.6	2.4	i
COc1ccc(CNS(=O)(=O)c2cc(-c3cc(C)no3)ccc2C(C)C)cc1	-1.3	-0.13	i
CCC(C)NS(=O)(=O)c1ccc(OCC(=O)NCc2ccccn2)cc1 (stereo not given)	-1.2	-0.52	i
COc1ccc(NC(=O)C2CCCN(c3nc(C)cc(C)n3)C2)cc1 (stereo not given)	-2.9	1.9	i
CN(C1CCS(=O)(=O)C1)S(=O)(=O)c1ccccc1[N+](=O)[O-] (stereo not given)	-0.8	-1.7	i
CCCCCCn1c(N2CCN(c3ccccc3)CC2)nc2c1c(=O)[nH]c(=O)n2C	-3.7	-0.84	i
O=C(COc1ccc2ccccc2c1)NNC(=O)Cc1ccccc1	-2.1	1	i
CCCNC(=O)C1CC(c2ccccc2[N+](=O)[O-])=NO1 (stereo not given)	0.4	0.33	i
Cc1ccc(-c2noc(C3CCCN(C(=O)c4ccccc4Br)C3)n2)cc1 (stereo not given)	-1.1	-1.3	i
Brc1ccc(-c2noc(C3CCCCC3)n2)cc1	-0.4	-0.29	i
OC1(c2ccc(Cl)cc2)CN(c2ccccc2)C2=[N+]1CCS2 (stereo not given)	-1.9	-0.97	-7.2*
Cc1nn(CCO)c(C)c1Oc1ccccc1O	-0.7	0.29	i
Cc1cc(NC(=O)CSc2nnnn2-c2ccccc2C)no1	-1.2	1.5	i
COc1ccc(-n2nc(C(=O)NCC(=O)NCc3ccccc3OC)c3ccccc3c2=O)c(OC)c1	-0.3	2.4	i
Cc1ccc(C)c(C(=O)NC(C)c2ccc(-n3ccnc3)cc2)c1 (stereo not given)	1.4	-0.11	i
COC(=O)c1ccc(/C=C/c2nc3ccccc3c(=O)[nH]2)cc1	-1.1	-0.46	i
Cc1ccc(C2N(c3ccccc3)C(=S)N3CCCN23)cc1 (stereo not given)	0.7	-2.5	i
CN1/C(=C\C(=O)c2ccccc2Cl)c2ccccc2CC1(C)C	-1.9	-1.3	i
COc1cc(-c2cc(C(=O)NCc3ccc(S(N)(=O)=O)cc3)c3ccccc3n2)cc(OC)c1OC	-0.3	0.6	i
Cc1oc(C2CC2)cc1C(=O)O	-0.7	-0.83	i
Cc1cc(C)n(C(=O)c2c([N+](=O)[O-])cnn2C)n1	-0.5	0.77	i
CCOC(=O)c1oc2ccc(CNCCO)c(Cl)c2c1C	-1.2	-0.55	i
CN(c1ccccc1)S(=O)(=O)c1cccc(C(=O)OCC(=O)NCc2ccco2)c1	-1.1	-0.85	i
CC1(C)Cc2c(cnn2-c2ccc(F)cc2)C(NC(=O)CN2CCCCC2=O)C1 (stereo not given)	-1.5	-0.16	i
CCn1c(SCC(=O)N2CCc3ccccc3C2)nc2c1c(=O)n(C)c(=O)n2C	-1.0	-0.95	i
CCOc1ccc(CCNC(=O)CN2C(=O)COc3ccc(S(=O)(=O)N4CCOCC4)cc32)cc1	0.0	-1.4	i
C[C@H](NC(=O)c1ccc(Cl)cc1)C(=O)NCCc1ccc(S(N)(=O)=O)cc1	-0.2	-1.8	i
Cc1cccn2c(=O)c3cc(C(=O)O)n(C)c3nc12	1.0	0.32	i
Cc1ccc(C)n1-c1ccc(C(=O)Nc2ccccc2)cc1	1.1	-1.8	i
O=C(COC(=O)c1ccc([N+](=O)[O-])s1)Nc1ncc(C(F)(F)F)cc1Cl	-1.9	-0.44	i
O=C(NCC1COc2ccccc2O1)c1ccc(-n2cncn2)c([N+](=O)[O-])c1 (stereo not given)	1.1	-0.69	i

Looked up by structure from above:
SMILES	STK33 inh	Kir21 block	KCNQ2 inh
C[C@H](NC(=O)c1ccc(Cl)cc1)C(=O)NCCc1ccc(S(N)(=O)=O)cc1	-0.2	-1.8	i
CN(c1ccccc1)S(=O)(=O)c1cccc(C(=O)OCC(=O)NCc2ccco2)c1	-1.1	-0.85	i
CCOc1ccc(CCNC(=O)CN2C(=O)COc3ccc(S(=O)(=O)N4CCOCC4)cc32)cc1	0.0	-1.4	i
CCn1c(SCC(=O)N2CCc3ccccc3C2)nc2c1c(=O)n(C)c(=O)n2C	-1.0	-0.95	i

Source: PubChem
